rTrxR1 inhibitor = blocks rat thioredoxin reductase 1 | recombinant rTrxR1, NADPH fluorescence consumption, selenite substrate | 1% of 390,000 active | O89049 | Potency, µM (doses to about 114 µM), without a hit: top-dose activity change, negative = inhibition, hits mostly inhibitors | AID 588453; further: potency means the concentration at half of the fitted maximal effect; on the % scale 0 is the no-effect control and ±100 the full control effect; nearly all actives have a fitted effect of over 65% in size
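Rat TrxR1 (90 nM in the dispensed reagent) was pre-reduced with 400 uM NADPH for 5 min at room temperature, then incubated with compound for 15 min. After 400 uM selenite was added, NADPH fluorescence (Ex 340/Em 450 nm) was followed for 8 min.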
D2 agonist = agonists of human D2 dopamine receptor; P14416; HEK293 T-REx D2 cells, calcium flux agonist mode; activation, % at 2 µM; 0.53% of 340,000 active;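 active means activation over 3 SD above normal in the single-dose calcium agonist read, cut at about 30% in these data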; further: 0% is about no effect
Target sequence (P14416 whole entry, looked up): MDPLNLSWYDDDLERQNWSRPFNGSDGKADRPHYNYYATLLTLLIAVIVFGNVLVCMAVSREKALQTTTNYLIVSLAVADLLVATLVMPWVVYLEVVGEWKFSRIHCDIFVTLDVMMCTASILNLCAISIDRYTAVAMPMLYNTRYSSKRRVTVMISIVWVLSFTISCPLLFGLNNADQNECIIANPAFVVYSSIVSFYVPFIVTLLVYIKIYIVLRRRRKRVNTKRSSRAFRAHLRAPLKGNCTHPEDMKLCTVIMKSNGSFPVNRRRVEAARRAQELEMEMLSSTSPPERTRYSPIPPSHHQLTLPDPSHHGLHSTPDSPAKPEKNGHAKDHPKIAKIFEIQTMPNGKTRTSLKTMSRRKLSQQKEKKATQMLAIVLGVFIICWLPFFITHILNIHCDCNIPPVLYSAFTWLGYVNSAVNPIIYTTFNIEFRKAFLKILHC
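Tetracycline-induced HEK293 T-REx cells with force-coupled D2 receptor, plated overnight at 30 C, loaded with no-wash calcium dye. After a 10 s baseline, compound was pin-added and calcium flux read kinetically for 180 s; calcium rises flagged agonists.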
D2 antagonist = D2 dopamine receptor (human) antagonism; P14416; HEK293 TREx D2 cells, calcium flux, dopamine EC80; inhibition, % at 10 µM; 2% of 340,000 active; in the data active means inhibition above about 30%; further: 0% is about no effect
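Calcium flux kinetic readout in an inducible HEK293 TREx D2 line plated overnight at 30 C. After 180 s compound exposure, an EC80 dopamine challenge follows with another 180 s kinetic read to detect antagonism.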
USP1 inh = USP1/UAF1 (human) deubiquitinase inhibition. O94782. recombinant USP1/UAF1, Ub-Rhodamine cleavage fluorescence. Potency, µM (doses to about 57.1 µM), for the others: top-dose activity change, negative = inhibition, hits mostly inhibitors. 0.23% of 390,000 active; further: potency means the concentration at half of the fitted maximal effect; on the % scale 0 is the no-effect control and ±100 the full control effect; nearly all actives have a fitted effect of over 60% in size; inactives centre near -12
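USP1/UAF1 complex at 1 nM was preincubated with compound for 15 min at room temperature, then Ub-Rho substrate (150nM final) was added. Fluorescence (480/540 nm) was read kinetically, 6 reads every 60 seconds.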
TRHR ag = TRH receptor (human) agonism; TRHR cells, calcium flux fluo-8, FDSS agonist mode; AID 493084; activation, % at 2 µM; P34981; 0.18% of 360,000 active; in the data active means activation above about 30%; further: 0% is about no effect
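In this calcium-flux screen, cells bearing human TRHR are dye-loaded with fluo-8, baselined for 10 cycles, then exposed to library compounds; positive kinetic calcium responses during the agonist phase mark hits, with TRH as control.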
TRHR PAM = allosteric enhancers of human TRH receptor. AID 493056. enhancement, % at 2 µM. 0.66% of 360,000 active. P34981. TRHR cells, fluo-8 calcium fluorescence, EC20 TRH enhancement; in the data active means enhancement above about 30%; further: 0% is about no effect
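Enhancer read-out: after compound pinning and an initial kinetic agonist-mode read, an EC20 of TRH (10 nM final) was injected and fluo-8 calcium signal (Ex 480/Em 530) followed at 1 s/cycle for 100 cycles in TRHR-expressing cells.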
TrxR1 substrate = rat thioredoxin reductase 1 substrate activity | purified TrxR1 substrate turnover, NADPH consumption readout | Potency, µM (series often up to 114 µM), for inactives: at the top dose activity change, negative = substrate turnover | 0.01% of 390,000 active; further: potency means the concentration at half of the fitted maximal effect; on the % scale 0 is the no-effect control and ±100 the full control effect; nearly all actives have a fitted effect of over 50% in size
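Rat TrxR1, dispensed at 90 nM, was prereduced with 400 uM NADPH (final) for 5 min at ~22 deg C, then incubated with compound 15 min before 400 uM selenite. A first-read NADPH fluorescence drop versus no-compound background flagged substrates.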
Pin1 inhibitor = blocks the human prolyl isomerase Pin1; Q13526; Pin1 FP peptide displacement, HiFluor488, 10 min; Potency, µM (titrated, usually from 115 µM), for the others: at the highest dose activity, negative = inhibition, most hits filed as inhibitors; 0.009% of 390,000 active; AID 504891; active means well fitted inhibition curve with a large enough effect in the polarisation, with a control signal flat, not every such curve was filed as active; inconclusive means small, poorly fitted or top-dose-only effect, or effect the other way, or a change in a side signal; inactive means no such curve, though single readings can be large or run the other way; the % refers to the polarisation; further: potency means the concentration at half of the fitted maximal effect; on the % scale 0 is the no-effect control and ±100 the full control effect
Target sequence (Q13526 whole entry, looked up): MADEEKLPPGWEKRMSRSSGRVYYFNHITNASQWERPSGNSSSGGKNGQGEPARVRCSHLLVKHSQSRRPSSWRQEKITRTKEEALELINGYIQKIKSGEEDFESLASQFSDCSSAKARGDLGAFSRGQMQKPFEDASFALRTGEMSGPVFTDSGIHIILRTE
mIDH1 inhibitor = inhibitors of human mutant IDH1 R132H | O75874 | IDH1-R132H enzyme, NADPH consumption, diaphorase/resazurin fluorescence | Potency, µM (series often up to 76.6 µM), for the others: at the top dose activity change, negative = inhibition, actives largely listed as inhibitors | 0.093% of 390,000 active | AID 602179; further: potency means the concentration at half of the fitted maximal effect; on the % scale 0 is the no-effect control and ±100 the full control effect; nearly all actives have a fitted effect of over 65% in size
Target sequence (O75874 whole entry R132H, stated change not applied): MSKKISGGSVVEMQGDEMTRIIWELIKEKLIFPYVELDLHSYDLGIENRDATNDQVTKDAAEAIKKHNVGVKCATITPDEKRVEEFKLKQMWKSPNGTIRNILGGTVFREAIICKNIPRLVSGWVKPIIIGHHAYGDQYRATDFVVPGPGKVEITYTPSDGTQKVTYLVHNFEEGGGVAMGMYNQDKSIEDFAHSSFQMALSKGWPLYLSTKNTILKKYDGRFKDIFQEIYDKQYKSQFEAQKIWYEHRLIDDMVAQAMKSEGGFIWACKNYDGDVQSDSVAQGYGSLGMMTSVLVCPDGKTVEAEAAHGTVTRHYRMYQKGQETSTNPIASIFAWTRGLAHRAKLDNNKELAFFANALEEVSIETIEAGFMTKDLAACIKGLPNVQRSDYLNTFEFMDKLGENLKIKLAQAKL
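IDH1-R132H (0.5 ug/mL) preincubated 30 min with compound, then NADPH (0.016 mM) and alpha-KG (2 mM) added; 80 min at RT, pH 7.5. Remaining NADPH coupled via diaphorase/resazurin to fluorescence (540/590 nm); concentration-response curves normalized to no-enzyme control.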
The depositor's hits bear a star; ? = inconclusive; nt = no result given; & = joins results of further samples; [ ] = another dose, or the depositor's remark. Unless noted, the call rests on the fitted dose curve; in most records, active means well fitted inhibition curve with a large enough effect; inconclusive means small, poorly fitted or top-dose-only effect; inactive means no such curve, though single readings can be large or run the other way.

mol	rTrxR1 inhibitor	D2 agonist	D2 antagonist	USP1 inh	TRHR ag	TRHR PAM	TrxR1 substrate	Pin1 inhibitor	mIDH1 inhibitor
O=C(COc1ccccc1[N+](=O)[O-])Nc1cc(-c2nc3cc(Cl)ccc3o2)ccc1Cl	22%	-0.1	nt	-11%	1.4	1	-1%	-3%	-2%
CC1Cc2cc(-c3csc(N)n3)ccc2O1 (stereo not drawn)	3%	-2.5	-12	-15%	-1.2	-5	-4%	-4%	2%
O=C(O)CSc1nnc(COc2ccc(Br)cc2)n1-c1ccccc1	19%	0.5	2	-17%	0.1	-4	3%	4%	-7%
CCn1c(SCc2ccccc2)nnc1C1CCN(S(=O)(=O)c2ccc(OC)cc2)CC1	22%[57.1 µM]	0.4	-12	1%	0.0	-1	5%[57.1 µM]	-9%	-4%
CCOC(=O)c1oc2ccccc2c1CN1CCCCC1	38%[activator]	-0.4	-11	-4%	1.7	-4	10%	-2%	-3%
COc1ccccc1-c1nn2c(C3COc4ccccc4O3)nnc2s1 (stereo not drawn)	-7%	-1.0	10	-26%	0.2	0	5%	10%	3%
O=C(Nc1ccc2nc[nH]c2c1)c1ccco1	-9%	-0.2	17	-3%	0.2	3	8%[57.1 µM]	0%	-9%
CCOC(=O)CCn1nc(-c2ccc(Cl)cc2)cc1N	-1%	0.1	-5	3%	-0.7	-14	-13%	3%	5%
NNC(=O)COc1cccc2cccnc12	0%	0.6	-8	-9%	0.1	-1	6%[57.1 µM]	-3%	3%
O=C(O)c1ccc(N/N=C/c2ccc(-c3ccc(Br)cc3)o2)cc1	-7%	1.0	-21	-10%	-0.6	3	0%	?	-4%
COC(=O)c1ccc(NC(=O)CSc2nc(=O)n(Cc3ccco3)c3c2CCC3)cc1	-4%[57.1 µM]	1.5	nt	-8%	0.6	9	-9%[57.1 µM]	34%[activator]	1%
CC(C)Cc1nnc(NC(=O)c2cc([N+](=O)[O-])ccc2N2CCOCC2)s1	-14%	0.0	-3	-18%	0.3	7	-17%	0%	-1%
CC(C)Oc1ccc(S(=O)(=O)N2CCOCC2)cc1NC(=O)c1nn(C)c(=O)c2ccccc12	26%	nt	nt	-19%	nt	nt	4%	7%	17%
Cc1nc(C)c(C(=O)Nc2cccc(F)c2)s1	11%	0.9	12	-14%	0.5	5	-5%	-12%	-2%
O=S(=O)(c1cccc(C(F)(F)F)c1)N1CCCC1c1cccnc1 (stereo not drawn)	19%[57.1 µM]	-0.6	14	-3%	-1.6	18	7%[57.1 µM]	-4%	1%
COc1ccc(OCc2cc(C(=O)NCCN3CCCc4ccccc43)no2)c(Cl)c1	-24%	0.5	0	?	0.3	0	-9%	13%	3%
Nc1ccccc1C(=O)NCCCN1CCN(c2cccc(Cl)c2)CC1	13%	nt	nt	-17%	nt	nt	51%[activator]	1%	-10%
CCOC(=O)c1ccc2nc(NC(NC(C)=O)(C(=O)OC)C(F)(F)F)sc2c1 (stereo not drawn)	1%	-1.7	-2	3%	-0.2	2	-2%	3%	2%
CCOCCCNCc1cc(Cl)cc(Cl)c1OCC	23%	0.7	-10	-19%	0.6	-7	6%	-1%	-3%
CC(c1nnc(Sc2nnnn2-c2ccccc2)n1-c1ccc(F)cc1)N(C)C (stereo not drawn)	11%[57.1 µM]	0.3	-12	-10%	0.2	9	24%[57.1 µM]	8%	10%

Whole records, looked up by structure. Order of screens: rTrxR1 inhibitor | D2 agonist | D2 antagonist | USP1 inh | TRHR ag | TRHR PAM | TrxR1 substrate | Pin1 inhibitor | mIDH1 inhibitor
CCOC(=O)c1ccc2nc(NC(NC(C)=O)(C(=O)OC)C(F)(F)F)sc2c1 (stereo not drawn) is listed as 1% | -1.7 | -2 | 3% | -0.2 | 2 | -2% | 3% | 2%
CCOC(=O)c1oc2ccccc2c1CN1CCCCC1 is listed as 38%[activator] | -0.4 | -11 | -4% | 1.7 | -4 | 10% | -2% | -3%
O=C(O)c1ccc(N/N=C/c2ccc(-c3ccc(Br)cc3)o2)cc1 is listed as -7% | 1.0 | -21 | -10% | -0.6 | 3 | 0% | ? | -4%
COc1ccccc1-c1nn2c(C3COc4ccccc4O3)nnc2s1 (stereo not drawn) is listed as -7% | -1.0 | 10 | -26% | 0.2 | 0 | 5% | 10% | 3%

Other compounds
mol	rTrxR1 inhibitor	D2 agonist	D2 antagonist	USP1 inh	TRHR ag	TRHR PAM	TrxR1 substrate	Pin1 inhibitor	mIDH1 inhibitor
COc1ccc(CNC(=O)c2ccc(-c3nc(CS(=O)c4ccc(C)cc4)c(C)o3)cc2)cc1 (stereo not drawn)	-12%	-0.2	nt	-28%	0.4	-6	-2%	37%[activator]	16%
COc1ccc(CCNC(=O)c2cccc(S(=O)(=O)N3CCOCC3)c2)cc1OC	5%	0.0	3	-23%	0.8	2	1%	-1%	-4%
C=CC[C@@H](CC(=O)N[C@H](CO)Cc1ccccc1)C(=O)N[C@H](COC(=O)[C@@H](CC=C)Cc1ccc(F)cc1)Cc1ccccc1	31%[57.1 µM]	nt	nt	-18%	nt	nt	12%[57.1 µM]	-7%	-6%
C/C(=N\Nc1nc2ccccc2nc1C)c1ccccc1O	8%	-0.4	-11	-7%	-0.5	3	1%	-3%	2%
Cc1nc2ccccc2n1CC(=O)NCCN1CCCC1	22%	-1.6	-20	-18%	0.1	1	7%	1%	0%
COc1cccc(CNC(=O)CCCn2ncn3c(cc4occc43)c2=O)c1	12%&13%	0.7&-0.5	14	-5%&-18%	-1.3&-0.4	0&1	-5%&1%	-8%&1%	-9%
N/C(=N\OC(=O)/C=C/c1ccc(Br)cc1)c1ccccn1	3%	-0.1	-29	-4%	-0.3	-2	2%	9%	-1%
COC(=O)c1cc(S(=O)(=O)NCC2CCN(Cc3ccc(F)cc3)CC2)c[nH]1	-10%	-0.4&0.2	13	-3%&-3%	0.2&0.4	-7&7	-13%	-13%&-6%	-8%&3%
COc1ccc(C(=O)/C=C/Nc2ccc(S(=O)(=O)Nc3nc(C)cc(C)n3)cc2)cc1OC	-17%	0.7	-8	-23%	0.1	2	19%	54%[activator]	3%
CC(=O)c1c(C)oc2c(Cl)cc(NS(=O)(=O)c3ccc(Cl)cc3)cc12	26%[57.1 µM]	-0.4	nt	-32%	-0.3	8	3%[57.1 µM]	5%	1%
COC(=O)C/C(C)=N/Nc1ccc(S(=O)(=O)N2CCCC2)cc1[N+](=O)[O-]	10%	-0.2	2	-22%	1.1	-10	-4%	-1%	-3%
COCCN(C(=O)CC1C(=O)NCCN1Cc1ccc(-c2ccccc2)cc1)C(C)C (stereo not drawn)	?	1.3	22	3%	0.4	2	-1%	0%	2%
COc1ccc(CCNc2oc(COc3ccccc3Cl)nc2C#N)cc1OC	20%	-0.3	-51	-13%	0.0	4	3%	37%[activator]	-3%
COc1ccc(CCN(Cc2cccs2)S(=O)(=O)c2ccc(S(=O)(=O)N3CCC(C)CC3)cc2)cc1OC	-4%	1.6	-9	-14%	-0.1	0	-9%	-3%	1%
O=C(O)c1nc(NCCc2ccccc2)ncc1Cl	22%	0.7	20	-12%	0.3	-2	16%	5%	-13%
C=CCC[C@H](Cc1ccc(F)cc1)C(=O)OC[C@@H](NC(=O)[C@@H](CC=C)CC(=O)N[C@H](CO)Cc1ccccc1)C(C)(C)C	12%[57.1 µM]	nt	nt	-23%	nt	nt	-10%[57.1 µM]	13%	19%
COc1cc(NC(=O)c2cccc(Cl)c2Cl)ccc1NC(=O)c1cc2ccccc2o1	25%	2.0	nt	-13%	0.1	-2	3%	?	0%
COc1ccc(NC(=O)C(=O)NCCN2CCN(C(=O)C(c3ccccc3)c3ccccc3)CC2)cc1	-10%	nt	nt	-17%	nt	nt	6%	1%	2%
Cc1ccc(NC(=O)Nc2ccccc2C(N)=O)cc1	0%[2.29 µM]	0.4	12	-15%	1.6	5	-12%	-1%	-13%
Cc1cc(C)cc(NC(=O)C2CCN(S(C)(=O)=O)CC2)c1	8%	0.0	7	-22%	0.0	-3	5%	5%	-4%
Nc1nc(C(c2ccccc2)c2ccccc2)cs1	8%	0.7	-23	-4%	-1.0	3	1%	-4%	-1%
COc1ccc(NC(=O)NCc2ccncc2)cc1	-11%	-1.1	10	-2%	0.4	-6	-6%	0%	2%
COc1ccc(NC(=S)N2CCN(C/C=C/c3ccccc3)CC2)cc1OC	2%	0.4	-17	-14%	0.2	-6	3%	1%	-2%
Cc1ccc(S(=O)(=O)N2CCCCC2)cc1	23%	-0.3	-17	-17%	-1.3	1	8%	3%	6%

2 records picked at random from those above, as already listed:
mol	rTrxR1 inhibitor	D2 agonist	D2 antagonist	USP1 inh	TRHR ag	TRHR PAM	TrxR1 substrate	Pin1 inhibitor	mIDH1 inhibitor
COc1ccc(NC(=O)NCc2ccncc2)cc1	-11%	-1.1	10	-2%	0.4	-6	-6%	0%	2%
Nc1nc(C(c2ccccc2)c2ccccc2)cs1	8%	0.7	-23	-4%	-1.0	3	1%	-4%	-1%

These rows are one share of the data. The share of hits here may be higher or lower than overall.
